# IL2 activator: activates IL-2 in a cell-based reporter assay; IL-2 activation reporter assay, cell-based qHTS; stimulated with anti-CD3/CD4/CD28 beads; in transgenic mouse T cells; activation, % (series mostly up to about 46 µM); 360,000 compounds, 0.065% hits; in the data active = activation above about 50%; inconclusive = mostly about 30% to 49%; also: 0% is about no effect
#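 Unstimulated transgenic mouse T cells, 750 per well, received compound and, after 60 minutes, anti-CD3/anti-CD4 bead plus anti-CD28 stimulation. EGFP and DsRed were quantified after 18 hours.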
# Nrf2 activator: activators of Nrf2 (ARE) signaling; AID 624171; 410,000 compounds, 0.31% hits; Potency, µM (titrated, usually from 46.1 µM), for inactives: top-dose activation, most hits filed as activators; AREc32 ARE-luciferase reporter (MCF7-derived line), luminescence, 24 h; also: potency is read from the fitted curve at half-maximal effect; % of control where 0% means no effect; nearly all actives have a fitted effect of over 65% in size
#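 Luminescent ARE reporter assay in AREc32_Fluc cells: overnight plating at 37 deg C, 24 hr compound incubation, Steady-Glo added, 30 min RT before reading.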
# S2 tox: reduces viability in counter-screen for ATXN expression inhibitors | S2 cells (HEK-293 line with an ATXN2-luciferase reporter) viability, CellTiter-Fluor protease fluorescence, 24 h | Potency, µM (series often up to 56.7 µM), most hits filed as cytotoxic | 400,000 compounds, 0.49% hits | AID 651635; also: potency is read from the fitted curve at half-maximal effect; nearly all actives have a fitted effect of over 40% in size
# HepG2 viability: kills HepG2 cells in TGF-b inhibitor counter-screen. 410,000 compounds, 0.76% hits. Potency, µM (doses to about 46.1 µM), inactives show at the highest dose activity change, negative = cytotoxicity, usual class: cytotoxic. HepG2 CAGA-GFP viability, ATP luminescence, 18 h; also: potency is read from the fitted curve at half-maximal effect; some results filed as inactive show a strong effect at the top dose
#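 CellTiter-Glo luminescence gave cytotoxicity after 18 hours at 37 degrees C. The cells were HepG2 CAGA-GFP in 1% FBS DMEM, stimulated with 500 pg/mL TGF-beta after compound addition. %Activity was normalised to no-cell wells (complete cell-killing) and DMSO (no toxicity), and curves were fitted and classified.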
# EPAC2 agonist: agonists of human EPAC2 (RAPGEF4); Q8WZA2; EPAC2 activation, biochemical qHTS; response scale: 100% = 6.5 mM cAMP response; Potency, µM (top dose mostly 154 µM), for inactives: at the highest dose activation, most hits filed as activators; 360,000 compounds, 0.079% hits; also: potency is read from the fitted curve at half-maximal effect; nearly all actives have a fitted effect of over 50% in size
# Target sequence (Q8WZA2 whole entry, looked up): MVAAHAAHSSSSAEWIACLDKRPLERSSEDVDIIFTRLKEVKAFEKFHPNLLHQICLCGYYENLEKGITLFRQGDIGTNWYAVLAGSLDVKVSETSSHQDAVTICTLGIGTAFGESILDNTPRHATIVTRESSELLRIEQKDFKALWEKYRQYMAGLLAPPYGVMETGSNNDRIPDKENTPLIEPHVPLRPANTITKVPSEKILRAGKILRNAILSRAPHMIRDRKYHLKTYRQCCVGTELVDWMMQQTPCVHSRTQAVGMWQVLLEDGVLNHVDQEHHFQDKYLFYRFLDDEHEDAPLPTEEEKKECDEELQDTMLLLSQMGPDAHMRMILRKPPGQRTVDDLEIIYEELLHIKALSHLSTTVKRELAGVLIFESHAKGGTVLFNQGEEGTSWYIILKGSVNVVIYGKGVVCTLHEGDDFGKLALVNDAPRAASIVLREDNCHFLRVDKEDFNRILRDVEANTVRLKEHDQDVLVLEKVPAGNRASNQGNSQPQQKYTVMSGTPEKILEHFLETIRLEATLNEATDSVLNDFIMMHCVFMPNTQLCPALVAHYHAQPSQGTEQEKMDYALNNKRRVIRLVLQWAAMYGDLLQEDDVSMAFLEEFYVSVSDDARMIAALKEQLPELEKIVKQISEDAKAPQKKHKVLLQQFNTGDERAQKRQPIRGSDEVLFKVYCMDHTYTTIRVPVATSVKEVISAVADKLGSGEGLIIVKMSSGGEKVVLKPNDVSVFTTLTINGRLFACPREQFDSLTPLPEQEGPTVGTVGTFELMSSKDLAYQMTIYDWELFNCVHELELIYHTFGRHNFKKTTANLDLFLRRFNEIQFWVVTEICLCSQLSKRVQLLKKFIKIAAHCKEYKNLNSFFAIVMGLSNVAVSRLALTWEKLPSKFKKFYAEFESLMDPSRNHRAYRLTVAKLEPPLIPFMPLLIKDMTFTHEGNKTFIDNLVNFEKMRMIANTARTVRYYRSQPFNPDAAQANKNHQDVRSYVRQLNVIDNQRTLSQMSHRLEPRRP
#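 In this primary screen, activation is scored as increased exchange of BODIPY-GDP from Rap1B by 100 nM EPAC2, with 50 uM GDP as competitor. Signal is normalized to the 6.5 mM cAMP agonist control.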
# ATXN2 expr inh: ATXN2 expression inhibition | 360,000 compounds, 0.72% hits | HEK-293 ATXN2-luciferase reporter, luminescence, 24 h | Potency, µM (top dose mostly 57 µM), inactives show top-dose activity change, negative = inhibition, most hits filed as inhibitors; also: potency is read from the fitted curve at half-maximal effect; % is scaled to controls: 0 for no effect and ±100 for the full control effect; nearly all actives have a fitted effect of over 55% in size
#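 ATXN2-luciferase reporter cells (luciferase flanked by upstream and downstream ATXN2 gene portions) were treated 24 h at 37 °C with compounds at up to 57 uM. SteadyGlo luminescence gave expression; GF-AFC fluorescence gave viability.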
# A549 viability: A549 cytotoxicity, counter-screen for Nrf2 inhibitors | Potency, µM (series often up to 46 µM), without a hit: at the top dose activity change, negative = cytotoxicity, usual class: inhibitors | A549 ARE-Fluc cells, CellTiter-Fluor viability, 18-24 h | AID 504648 | 390,000 compounds, 0.16% hits; also: potency is read from the fitted curve at half-maximal effect; % is scaled to controls: 0 for no effect and ±100 for the full control effect
#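 A549 ARE_Fluc cells in 5% FBS OPTI-MEM were exposed to compounds in concentration-response for 18-24 h at 37 deg C. Viability was read by CellTiter-Fluor fluorescence (Ex 405/Em 525) after 30 min, before the luciferase read.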
# Nrf2 inh: inhibitors of Nrf2 signaling; A549 ARE-Fluc reporter, luciferase luminescence, 18-24 h; Potency, µM (top dose mostly 46 µM), without a hit: at the top dose activity change, negative = inhibition, actives largely listed as inhibitors; 360,000 compounds, 2.1% hits; AID 504444; also: potency is read from the fitted curve at half-maximal effect; % is scaled to controls: 0 for no effect and ±100 for the full control effect; nearly all actives have a fitted effect of over 60% in size
#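 A549 ARE_Fluc cells (5000/well, 5% FBS OPTI-MEM) pre-incubated 2 h, then treated with compounds 18-24 h at 37C/5% CO2 in concentration-response. CellTiter-Fluor viability read first; BugLite luciferase luminescence after 15 min at room temperature gives Nrf2 activity.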
# TGFb SMAD3 inh: TGF-b pathway inhibition; 410,000 compounds, 1.2% hits; HepG2 CAGA-GFP TGF-b/SMAD3 reporter, GFP fluorescence, 18 h; TGF-beta stimulated, 500 pg/mL final; Potency, µM (highest dose often 46.1 µM), for the others: top-dose activity, negative = inhibition, hits mostly inhibitors; also: potency is read from the fitted curve at half-maximal effect; % is scaled to controls: 0 for no effect and ±100 for the full control effect; nearly all actives have a fitted effect of over 65% in size
#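 Inhibition of TGF-beta-driven CAGA-GFP reporter expression in HEPG2 cells is measured by cellular GFP fluorescence after 18 h stimulation with 500 pg/mL recombinant TGF-beta in 1% FBS medium at 37 degrees C.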
# * = called active by the depositor; i = inactive; ? = inconclusive; . = no result given; [ ] = another dose, or the depositor's remark. Unless noted, calls follow the shape of the dose curve; as a rule, active = well fitted curve in the direction sought with a large enough effect; inconclusive = small, poorly fitted or top-dose-only effect, or another doubt; inactive = no such curve, though single readings can be large; an effect the other way counts as inactive or inconclusive. An unsorted share of the library, and some 4.3% of all compounds hit somewhere here.
SMILES,IL2 activator,Nrf2 activator,S2 tox,HepG2 viability,EPAC2 agonist,ATXN2 expr inh,A549 viability,Nrf2 inh,TGFb SMAD3 inh
CCN1CCN(C(=O)c2cnn3c(C(F)F)cc(-c4ccc(C)cc4)nc23)CC1,-0.6,0.7%,.,-84%,-17%,.,-4%,2%,-8%
CC1CCC(NS(=O)(=O)c2ccc3c(c2)n(C)c(=O)c(=O)n3C)CC1 (centres undefined),-0.8,-0.6%,?,-11%,4%,1%,-1%,-6%,-6%
Cc1nc2ccccc2cc1C(=O)Nc1ccccc1Cl,3.7,17%,i,-2%,3%,-20%,-2%,-19%,?
Cc1ncc(C[n+]2csc(CCOC(=O)C34CC5CC(CC(C5)C3)C4)c2C)c(N)n1,1.3,-0.2%,?,6%,-5%,?,6%,-18%,4%
CCOc1ccccc1NC(=O)c1ccc2nc[nH]c2c1,0.7,-0.1%,i,-3%,5%,45%[activator],-6%,-26%,7%
CN1C(=O)NC(c2ccc(O)cc2)C(C(=O)c2cccs2)C1(O)C(F)(F)F (centres undefined),-1.7,4.7%,i,-6%,7%,5%,-3%,17%,-1%
CCOc1ccccc1CNC(=O)CN1C(=O)c2cccnc2Oc2ccc(Cl)cc21,.,5.1%,.,-27%,.,.,-7%,?,0%
COc1cc2nc(CN3CCN(S(=O)(=O)c4ccc(Cl)cc4)CC3)[nH]c(=O)c2cc1OC,-0.9,1.5%,i,-4%,0%,-19%[11.3 µM],-9%,23µM*,-26%
C[C@H](CO)N1C[C@H](C)[C@@H](CN(C)Cc2ccc(Oc3ccccc3)cc2)Oc2c(NC(=O)c3ccncc3)cccc2C1=O,-0.4,-0.8%,?,0%,10%,0%,-15%,?,14µM*
O=C(COC(=O)C(CO)NS(=O)(=O)c1ccc(Br)cc1)Nc1ccc2c(c1)OCCO2 (centres undefined),0.0,0.5%,i,6%,1%,11%,0%,10%,-2%

# Profiles from above.
# Entry for CCOc1ccccc1NC(=O)c1ccc2nc[nH]c2c1 → IL2 activator = 0.7; Nrf2 activator = -0.1%; S2 tox = i; HepG2 viability = -3%; EPAC2 agonist = 5%; ATXN2 expr inh = 45%[activator]; A549 viability = -6%; Nrf2 inh = -26%; TGFb SMAD3 inh = 7%
# Entry for COc1cc2nc(CN3CCN(S(=O)(=O)c4ccc(Cl)cc4)CC3)[nH]c(=O)c2cc1OC → IL2 activator = -0.9; Nrf2 activator = 1.5%; S2 tox = i; HepG2 viability = -4%; EPAC2 agonist = 0%; ATXN2 expr inh = -19%[11.3 µM]; A549 viability = -9%; Nrf2 inh = 23µM*; TGFb SMAD3 inh = -26%

# (list continues)
SMILES,IL2 activator,Nrf2 activator,S2 tox,HepG2 viability,EPAC2 agonist,ATXN2 expr inh,A549 viability,Nrf2 inh,TGFb SMAD3 inh
COC(=O)[C@H]1C[C@H](C(=O)O)[C@@H](C)C1(C)C,-0.4,-0.2%,i,-13%,8%,13%,0%,0%,-14%
N#Cc1cccc(CN2CCCN(Cc3ccc(F)cc3)S2(=O)=O)c1,3.9,2.9%,.,-23%,6%,.,-1%,-5%,-6%
Nc1ccccc1-c1ccc([N+](=O)[O-])cc1,0.0,2.2%,i,1%,7%,-11%,-13%,?,-1%
COc1ccc(-c2cc(C(F)(F)F)n3nc(C(=O)Nc4cccc(Cl)c4C)cc3n2)cc1,.,0.7%,i,7%,.,-5%,0%,2%,-9%
O=C(Nc1cc(Cl)ccc1N1CCOCC1)c1ccc(F)c(S(=O)(=O)N2CCOCC2)c1,-2.6,-1.3%,i,4%,-3%,-3%,-1%,-8%,1%
CC(=O)N1CCN(C(=S)NC(=O)c2ccc(S(=O)(=O)N3CCOCC3)cc2)CC1,0.3,-0.7%,i,3%,4%,4%,-9%,-7%,1%
COc1cc(C(O)c2nc(-c3ccc(C)c(C)c3)cs2)ccc1F (centres undefined),-0.1,0.6%,i,-16%,20%,-16%,.,.,-2%
COc1ccccc1NS(=O)(=O)c1cccc(NS(=O)(=O)c2cc(C(=O)O)ccc2OC)c1,-0.5,-0.4%,i,-4%,2%,-6%,-2%,4%,9%
COc1cc(NC(=O)c2c(F)cccc2F)nc(OC)n1,-2.7,3.1%,i,-12%,-2%,1%,15%,.,10%
Cc1ccc(NC(=O)NCc2ccc3c(c2)OCO3)cc1C,1.8,0.6%,i,-13%,5%,57%[activator],2%,10%,?
COc1cc2c(cc1OC)CN(C(=O)CN1C(=O)NC3(CCCCC3C)C1=O)CC2 (centres undefined),-4.1,0.6%,i,4%,0%,-2%,6%,-14%,0%
CC(=O)N(CCc1cccc(C)c1)Cc1cc2ccc(C)cc2[nH]c1=O,0.3,0.1%,i,-38%,6%,-31%,1%,3%,-3%
C=CCN1C(=O)/C(=C2/Sc3ccccc3N2CCCS(=O)(=O)O)SC1=S,-2.1,2.3%,i,2%,-9%,-5%,?,?,-3%
Cc1cn2c(=O)cc(COC(=O)c3cccc(NC(=O)c4ccccc4C)c3)nc2s1,.,6.7%,.,-2%,.,.,0%,.,3%
Clc1ccc(OCc2cn3cccnc3n2)c2ncccc12,0.1,2.9%,i,12%,9%,35%,-5%,?,8%
O=C(Nc1cccc(C(=O)N2CCOCC2)c1)c1cccnc1,-1.6,0.2%,i,6%,7%,3%,-7%,-2%,-3%
Cc1ccc2c(c1)CCCN2C(=O)C1CCCO1 (centres undefined),0.4,-0.1%,i,-16%,3%,4%,7%,11%,0%
CCn1c(=O)cc(OCC(=O)Nc2cc(C)ccn2)c2ccccc21,-0.5,5.3%,i,-26%,-3%,-7%,?,2%,0%
COc1ccc(S(=O)(=O)N2CCOCC2)cc1NC(=O)CC(C)c1ccccc1 (centres undefined),-0.4,-0.7%,i,-6%,11%,.,0%,-5%,?
CCOC(=O)c1c(S(=O)(=O)N2CCN(Cc3ccccc3)CC2)c(C)n(C)c1C,-1.1,-0.5%,i,2%,0%,-3%,9%,3%,12%
CCOC(=O)C1=NOC(CN(c2ccccc2)S(=O)(=O)c2ccc(Cl)cc2)C1 (centres undefined),-4.0,-0.1%,i,-16%,12%,6%,3%,2%,-19%
CCCCCCNc1nc(-c2ccc(OC)cc2)c(CCC(=O)O)s1,-2.6,0.8%,i,11%,6%,-6%,-1%,3%,1%
COc1nc(C)ccc1-c1noc(-c2cccnc2)n1,0.6,3.1%,i,-4%,6%,34%[activator],3%,?,21%
CC(C)CN1CCN(C(=O)CCc2nnc(Cc3c[nH]c4ccccc34)o2)[C@@H](C)C1=O,2.1,0.5%,i,0%,0%,9%,-3%,9%,0%
O=C(CN1C(=O)NC(Cc2ccccc2)C1=O)Nc1ccccc1F (centres undefined),1.4,-0.4%,?,0%,1%,-28%,-4%,2%,-15%
CCOc1ccc(C2CC(c3ccc(F)cc3)Nc3nc(N)nn32)cc1 (centres undefined),0.0,-0.4%,i,0%,3%,1%,4%,2%,0%
O=C(CN1C(=O)C2CCCCC2C1=O)Nc1ccccc1N1CCCC1 (centres undefined),-0.2,0.0%,i,-17%,12%,-13%,-1%,?,-12%
Cc1ccc(CNCc2ccccc2Cl)cc1,2.3,1.7%,i,-42%,15%,9%,-7%,-7%,-18%
CCc1c(C)[nH]c2ccc(OC)cc2c1=S,-0.4,0.0%,i,-3%,-1%,-18%,0%,3%,-12%
O=C(N/N=C/CCc1ccccc1)c1ccc(CN2c3cccc4cccc(c34)S2(=O)=O)cc1,1.1,-0.4%,i,-14%,16%,-24%,14%,6%,-18%
CCCC(c1nnnn1CCc1ccccc1)N1CCN(C2CCCC2)CC1 (centres undefined),-1.8,-0.1%,i,-12%,13%,-1%,-3%,-16%,-3%
CCn1cc([N+](=O)[O-])c(C(=O)Nc2nc3ccc(OC)cc3s2)n1,-0.6,?,i,1%,9%,.,-1%,18%,?
O=S1(=O)CCC(S(=O)(=O)N2CCCCCC2)C1 (centres undefined),1.6,-0.3%,i,11%,-9%,6%,-3%,12%,-2%
CC(C)(C)n1cnc2cc(NS(=O)(=O)c3ccc(Br)cc3)ccc21,-0.7,2.0%,i,-21%,-3%,-14%,-5%,?,-44%
COc1cc(Cl)c(NC(=O)CN(C)S(=O)(=O)c2ccc3c(c2)CCCC(=O)N3)c(OC)c1,.,0.8%,?,-11%,.,-15%,-4%,-5%,-10%
COc1ccc(N=C2SCC(c3ccc([N+](=O)[O-])cc3)=NN2CCO)cc1,-0.9,2.4%,i,-28%,8%,-29%,-21%,?,?
O=C(COC(=O)c1ccc2ncsc2c1)Nc1ccccc1Cl,-1.8,0.2%,?,3%,3%,21%,2%,4%,4%
COc1cccc(CC(O)CC2c3c(cc4c(c3OC)OCO4)CCN2C)c1 (centres undefined),0.6,-0.6%,i,-30%,7%,.,2%,12%,-3%
CC(C)c1ccc(OCC(=O)N(Cc2ccc(N(C)C)cc2)C2CCS(=O)(=O)C2)cc1 (centres undefined),.,1.7%,i,-10%,.,-12%,-16%,?,-14%
CCOc1ccc(/C=N/NC(=S)NC2CC3CC2C2C=CCC32)cc1 (centres undefined),2.6,-0.3%,i,-68%,-7%,2%,-1%,10%,?
O=C(N/N=C/c1ccoc1)c1ccc(Cl)cc1,-1.1,2.1%,i,-33%,12%,5%,2%,28%,-1%
N#Cc1cc2c(nc1SCc1cccnc1)CCCC2,-2.2,3.6%,i,6%,6%,10%,7%,8%,4%
O=C(CSc1ccc(F)cc1)Nc1ccccc1N1CCOCC1,0.7,2.8%,i,-13%,5%,.,2%,-5%,-10%
O=C(/C=C/c1ccccc1)c1ccccn1,-1.0,19%,i,-57%,6%,25%,0%,11%,?

# Source: PubChem (National Center for Advancing Translational Sciences (NCATS))
